Bioassay records from PubChem.
FAK inh = inhibitors of human focal adhesion kinase. inhibition, %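 (tested at 7 µM)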. Q05397. AID 727. biochemical FAK kinase activity assay. 97,000 tested, 0.84% active; in the data active = inhibition above about 19%;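 also: 0% = DMSO and 100% = reference compound high control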
Plk1 PBD FP = blocks phosphopeptide binding to human Plk1 polo box domain; 97,000 tested, 0.13% active; P53350; Plk1 PBD phosphopeptide binding, fluorescence polarization; inhibition, %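 (tested at about 20 µM)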; AID 693; in the data active = inhibition above about 34%, passing the limit was not always enough
Mac1 fbg inh = blocks human CD11b/CD18 adhesion to fibrinogen | P05107+P11215 | K562 CD11b/CD18 adhesion to fibrinogen, ATPlite luminescence; Mn2+ added to activate the integrin | inhibition, % at 10 µM | 93,000 tested, 0.54% active | AID 1497;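 active = primary inhibition of 50% or more at 10 µM, then 40% or more on retest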; also: some results filed as inactive read as strong as hits
Target sequence (P05107 whole entry, looked up, other chains not shown): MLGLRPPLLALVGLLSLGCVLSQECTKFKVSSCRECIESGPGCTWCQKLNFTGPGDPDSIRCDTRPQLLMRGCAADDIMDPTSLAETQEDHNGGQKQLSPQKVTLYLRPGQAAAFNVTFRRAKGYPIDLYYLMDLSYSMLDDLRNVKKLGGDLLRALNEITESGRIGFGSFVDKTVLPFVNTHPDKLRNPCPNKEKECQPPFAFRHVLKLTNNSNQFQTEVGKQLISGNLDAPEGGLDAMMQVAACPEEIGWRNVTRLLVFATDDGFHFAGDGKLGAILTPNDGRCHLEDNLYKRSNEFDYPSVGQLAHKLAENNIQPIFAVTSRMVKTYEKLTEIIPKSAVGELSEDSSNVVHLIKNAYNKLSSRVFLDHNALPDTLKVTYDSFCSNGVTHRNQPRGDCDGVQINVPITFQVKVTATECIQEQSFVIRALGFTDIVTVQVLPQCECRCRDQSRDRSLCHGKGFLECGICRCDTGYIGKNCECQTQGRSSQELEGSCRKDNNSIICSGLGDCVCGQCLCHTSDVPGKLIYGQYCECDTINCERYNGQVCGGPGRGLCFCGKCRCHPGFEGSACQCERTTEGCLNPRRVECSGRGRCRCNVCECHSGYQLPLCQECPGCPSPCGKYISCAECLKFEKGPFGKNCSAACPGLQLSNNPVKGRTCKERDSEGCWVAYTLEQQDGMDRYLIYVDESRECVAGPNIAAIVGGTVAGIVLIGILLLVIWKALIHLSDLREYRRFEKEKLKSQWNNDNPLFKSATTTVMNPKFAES
Rev-RRE block = disrupts HIV-1 Rev binding to RRE RNA. Rev peptide-RRE RNA binding, FRET. AID 704. 97,000 tested, 0.79% active. inhibition, % at 8 µM. P05866;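 active = inhibition above the screen-wide mean plus 3 SD, cut at about 35% in these data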;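 also: 0% = median DMSO wells and 100% = median Neomycin B control wells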
Target sequence (P05866 whole entry, looked up): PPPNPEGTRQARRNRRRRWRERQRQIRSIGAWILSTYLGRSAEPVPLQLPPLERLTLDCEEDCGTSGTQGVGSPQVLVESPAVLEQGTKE
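System: Cy5-labelled duplex RRE RNA binding fluorescein-labelled HIV Rev peptide; Signal: fluorescein-to-Cy5 FRET, 480 nm excitation; Also added: labelled Rev peptide; Compound: one concentration, 8 µM nominal; Buffer or medium: HEPES pH 7.5 salt buffer with EDTA; Read-out: % inhibition of FRET ratio versus controls; Schedule: 5 min preincubation and 15 min binding, 25 °C.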
PLK1 kinase inh = PLK1 (human) kinase inhibition. recombinant PLK1 kinase, TR-FRET peptide phosphorylation. AID 619. inhibition, % at 10 µM. 97,000 tested, 0.53% active;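 active = inhibition of 50% or more in the single-concentration screen; inactive = inhibition below 50%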;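 also: 0% = DMSO max control and 100% = H-89 dihydrochloride min control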
Mac1 fbg enh = CD11b/CD18-fibrinogen binding enhancement. AID 1499. activation, % at 10 µM. 93,000 tested, 0.07% active. K562 CD11b/CD18 adhesion to fibrinogen, ATPlite luminescence;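 active = 10 µM primary screen giving 50% or more activity, confirmed by 40% or more on retest at that dose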; also: strong numbers were not always called active
ERa SRC1 inh = blocks coactivator binding to human estrogen receptor alpha; P03372; TR-FRET ER-alpha LBD / SRC-1 peptide, estradiol-bound; inhibition, % at 25.6 µM; 86,000 tested, 1.7% active; in the data active = inhibition above about 50%;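 also: 0% = receptor plus peptide control and 100% = peptide only without receptor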
ERb SRC1 inh = ER-beta (human) coactivator binding inhibition | inhibition, % at 25.6 µM | 86,000 tested, 1.3% active | Q92731 | TR-FRET ER-beta LBD / SRC1-Cy5 peptide binding; receptor agonist-loaded with 1 µM estradiol | AID 633;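 active = compounds whose percent inhibition of the receptor-coactivator binding signal exceeds about 50% in the single-dose screen, limit read from the data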;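 also: 0% = receptor plus peptide wells without compound and 100% = peptide-only wells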
ERa SRC1 pot = ER-alpha (human) coactivator binding potentiation. 86,000 tested, 1.3% active. P03372. coactivator binding (% of control), % at 25.6 µM. TR-FRET ERalpha-LBD/SRC-Cy5 coactivator binding, 2 h; 100 = basal binding, no effect; in the data active = activity above about 200%;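 also: binding measured in presence of low estradiol as agonist stimulus; 0% = peptide alone without receptor and 100% = receptor with peptide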
The depositor's hits bear a star; [ ] = remark or other dose.

Screening N/C(=N\c1nc2ccccc2o1)NC(=O)c1ccccc1F returned FAK inh 10, Plk1 PBD FP 4, Mac1 fbg inh -9, Rev-RRE block 15, PLK1 kinase inh -14, Mac1 fbg enh 4, ERa SRC1 inh -8, ERb SRC1 inh -7 and ERa SRC1 pot 113.
Screening COc1ccccc1CC(=O)NCC1CCCO1 (stereo not drawn) returned Mac1 fbg inh -2, Mac1 fbg enh 2, ERa SRC1 inh -7, ERb SRC1 inh -2 and ERa SRC1 pot 115.
Screening O=C(NCc1ccccc1Cl)c1cnc2n(c1=O)CCS2 returned FAK inh 0, Plk1 PBD FP 7, Mac1 fbg inh -4, Rev-RRE block 4, PLK1 kinase inh -16, Mac1 fbg enh -2, ERa SRC1 inh 3, ERb SRC1 inh 0[fluorescence artefact?] and ERa SRC1 pot 92.
For Cc1cc2c(c(SCC(=O)NCCc3ccccc3)n1)C(=O)OC2 the results were FAK inh -1, Plk1 PBD FP -4, Mac1 fbg inh -4, Rev-RRE block 6, PLK1 kinase inh -15, Mac1 fbg enh 0, ERa SRC1 inh -4, ERb SRC1 inh -1 and ERa SRC1 pot 96.
`Cc1cccc(CN2CCC(C(N)=O)CC2)c1` gave FAK inh 2, Plk1 PBD FP 7, Mac1 fbg inh -6, Rev-RRE block 3, PLK1 kinase inh -2, Mac1 fbg enh -3, ERa SRC1 inh -2, ERb SRC1 inh 11 and ERa SRC1 pot 98.
Screening CCNc1nc(NC(C)CC)nc(Oc2ccc(=O)[nH]n2)n1 (stereo not drawn) returned FAK inh -1, Plk1 PBD FP 3, Mac1 fbg inh -4, Rev-RRE block 7, PLK1 kinase inh -9, Mac1 fbg enh -4, ERa SRC1 inh -2, ERb SRC1 inh -8 and ERa SRC1 pot 109[fluorescence artefact?].
For Cc1ccc(Cn2c(Cc3ccccc3)nc3ccccc32)cc1 the results were FAK inh 10, Plk1 PBD FP 26, Mac1 fbg inh 32, Rev-RRE block 12, PLK1 kinase inh -11 and Mac1 fbg enh -1.
`Cc1nn(C(C)(C)C)c(OC(=O)c2ccc3c(c2)OCO3)c1S(=O)(=O)c1ccccc1` gave FAK inh 10, Plk1 PBD FP 1, Rev-RRE block 16, PLK1 kinase inh -3, ERa SRC1 inh 4, ERb SRC1 inh -3 and ERa SRC1 pot 106.
Screening CC1CCN(C(=O)CCc2nc3cc(S(=O)(=O)N(C)C)ccc3n2C)CC1 returned FAK inh -4, Plk1 PBD FP 25, Mac1 fbg inh -10, Rev-RRE block 4, PLK1 kinase inh -8, Mac1 fbg enh 3, ERa SRC1 inh 1, ERb SRC1 inh -2 and ERa SRC1 pot 115.
For Cc1ccc(NC(=O)CS(=O)CC(=O)N(CC(=O)NC2CCCC2)c2cc(C)ccc2C)cc1 (stereo not drawn) the results were FAK inh -1, Plk1 PBD FP -5, Mac1 fbg inh 9, Rev-RRE block -1, PLK1 kinase inh -10, Mac1 fbg enh -4, ERa SRC1 inh 10, ERb SRC1 inh 15 and ERa SRC1 pot 90.
For O=c1[nH]c(Cc2cccs2)nc2ccccc12 the results were FAK inh -2, Plk1 PBD FP 34, Mac1 fbg inh -11, Rev-RRE block 2, PLK1 kinase inh -7, Mac1 fbg enh -9, ERa SRC1 inh 5[fluorescence artefact?], ERb SRC1 inh 5 and ERa SRC1 pot 97.
`O=C(c1ccc(=O)oc1)N1CCCc2ccccc21` gave FAK inh 2, Plk1 PBD FP -10, Mac1 fbg inh -8, Rev-RRE block 13, PLK1 kinase inh -28, Mac1 fbg enh -4, ERa SRC1 inh 14, ERb SRC1 inh 24 and ERa SRC1 pot 71.
For CC(C)(C)c1ccc(OC(=O)c2cccnc2)cc1 the results were FAK inh -1, Plk1 PBD FP -11, Rev-RRE block 8, PLK1 kinase inh -9, ERa SRC1 inh 6[fluorescence artefact?], ERb SRC1 inh 21[fluorescence artefact?] and ERa SRC1 pot 90.
For CCOC(=O)c1[nH]c2ccc(OC)cc2c1NC(=O)CCN1CCc2ccccc2C1 the results were FAK inh -3, Plk1 PBD FP -27, Mac1 fbg inh 6, Rev-RRE block 21, PLK1 kinase inh -18, Mac1 fbg enh -2, ERa SRC1 inh 3[fluorescence artefact?], ERb SRC1 inh -1[fluorescence artefact?] and ERa SRC1 pot 101.
Screening CCCCOCCCNC(=O)c1cccs1 returned FAK inh 2, Plk1 PBD FP -14, Mac1 fbg inh -11, Rev-RRE block 4, PLK1 kinase inh -3, Mac1 fbg enh 6, ERa SRC1 inh 8[fluorescence artefact?], ERb SRC1 inh 7 and ERa SRC1 pot 106.
For CC1=C(C(N)=O)C(c2ccc(Cl)cc2Cl)n2ncnc2N1 (stereo not drawn) the results were FAK inh 2, Plk1 PBD FP -25, Mac1 fbg inh 1, Rev-RRE block 1, PLK1 kinase inh 1, Mac1 fbg enh 0, ERa SRC1 inh 21, ERb SRC1 inh 9[fluorescence artefact?] and ERa SRC1 pot 102.
Screening CCOC(=O)C1C(C)=CC(=O)CC1c1ccco1 (stereo not drawn) returned FAK inh -5, Plk1 PBD FP -30, Mac1 fbg inh 6, Rev-RRE block -3, PLK1 kinase inh 3, Mac1 fbg enh 2, ERa SRC1 inh 6[fluorescence artefact?], ERb SRC1 inh -6[fluorescence artefact?] and ERa SRC1 pot 108.
Screening O=C(CSc1ncn[nH]1)N(C1CCCCC1)C1CCCCC1 returned FAK inh -1, Plk1 PBD FP -11, Mac1 fbg inh -2, Rev-RRE block 10, PLK1 kinase inh 1, Mac1 fbg enh -3, ERa SRC1 inh 0, ERb SRC1 inh -14 and ERa SRC1 pot 107.
Screening Cc1ccc(C2C(/C=C3/SC(=S)NC3=O)=C(c3cccs3)Oc3ccccc32)cc1 (stereo not drawn) returned FAK inh 0, Plk1 PBD FP 43, Mac1 fbg inh 78*, Rev-RRE block 6, PLK1 kinase inh -19, Mac1 fbg enh 2, ERa SRC1 inh 24, ERb SRC1 inh 2 and ERa SRC1 pot 47.
Screening Oc1ccc2ccccc2c1CN1CCN(c2ccccc2F)CC1 returned FAK inh 9, Plk1 PBD FP -12, Mac1 fbg inh 2, Rev-RRE block 15, PLK1 kinase inh -16, Mac1 fbg enh 2, ERa SRC1 inh 13, ERb SRC1 inh 9 and ERa SRC1 pot 82[fluorescence artefact?].
Screening CCS(=O)(=O)N1CCN(C(=O)c2ccccc2)CC1 returned FAK inh 0, Plk1 PBD FP 6, Mac1 fbg inh 2, Rev-RRE block 6, PLK1 kinase inh -11, Mac1 fbg enh 0, ERa SRC1 inh 6[fluorescence artefact?], ERb SRC1 inh -4[fluorescence artefact?] and ERa SRC1 pot 126.
`COc1ccccc1NC(=O)NC(=O)N(C(C)C)S(C)(=O)=O` gave FAK inh -3, Plk1 PBD FP -20, Mac1 fbg inh 5, Rev-RRE block 10, PLK1 kinase inh -13, Mac1 fbg enh 0, ERa SRC1 inh 1, ERb SRC1 inh -9 and ERa SRC1 pot 94.
For O=C(COn1nnc2ccc(Cl)cc21)NCc1ccccc1 the results were FAK inh 7, Plk1 PBD FP 6, Mac1 fbg inh -17, Rev-RRE block 7, PLK1 kinase inh 0, Mac1 fbg enh 1, ERa SRC1 inh 5, ERb SRC1 inh -7 and ERa SRC1 pot 103.
Screening O=S(=O)(N/N=C\C=C\c1ccccc1)c1ccc(Br)cc1 returned FAK inh -3, Plk1 PBD FP 23, Rev-RRE block -1 and PLK1 kinase inh -19.
COC(=O)c1c(C)c(C)nc(N)c1C#N was read as FAK inh 3, Plk1 PBD FP 7, Mac1 fbg inh -8, Rev-RRE block 5, PLK1 kinase inh -8, Mac1 fbg enh 2, ERa SRC1 inh -2, ERb SRC1 inh 3 and ERa SRC1 pot 106.
For Cn1c(=O)[nH]c(=O)c2c1nc(SCC(=O)Nc1ccccc1)n2Cc1ccccc1 the results were FAK inh 7, Plk1 PBD FP -21, Mac1 fbg inh -40, Rev-RRE block 10, PLK1 kinase inh -14, Mac1 fbg enh -5, ERa SRC1 inh 18, ERb SRC1 inh 17[fluorescence artefact?] and ERa SRC1 pot 92.
C=CCN(c1ccc(C(=O)N2CCN(c3ccc(F)cc3)CC2)cc1)S(C)(=O)=O was read as FAK inh 1, Plk1 PBD FP -30, Mac1 fbg inh -4, Rev-RRE block 2, PLK1 kinase inh -13, Mac1 fbg enh 5, ERa SRC1 inh -1[fluorescence artefact?], ERb SRC1 inh -4[fluorescence artefact?] and ERa SRC1 pot 112.
Screening CC(OC(=O)c1nsc(Cl)c1Cl)C(=O)NC(C)(C)C (stereo not drawn) returned FAK inh -2, Plk1 PBD FP 1, Rev-RRE block 0, PLK1 kinase inh -2, ERa SRC1 inh -24, ERb SRC1 inh -23[fluorescence artefact?] and ERa SRC1 pot 112.
Screening O=C(NCCCn1ccnc1)c1cc(-c2cccs2)on1 returned FAK inh -1, Plk1 PBD FP 1, Mac1 fbg inh -9, Rev-RRE block 7, PLK1 kinase inh -7, Mac1 fbg enh -1, ERa SRC1 inh 0, ERb SRC1 inh -5 and ERa SRC1 pot 112.
For Cc1nc2ccccc2n1CC(O)Cn1c(C(F)(F)F)nc2ccccc21 (stereo not drawn) the results were FAK inh -3, Plk1 PBD FP 25, Mac1 fbg inh -4, Rev-RRE block -3, PLK1 kinase inh -11, Mac1 fbg enh -3, ERa SRC1 inh -2, ERb SRC1 inh -7 and ERa SRC1 pot 112.
`CC(C)(C)c1ccc(S(=O)(=O)CCc2ccccn2)cc1` gave FAK inh -3, Plk1 PBD FP -16, Mac1 fbg inh -6, Rev-RRE block 6, PLK1 kinase inh -10, Mac1 fbg enh -1, ERa SRC1 inh 23, ERb SRC1 inh -4 and ERa SRC1 pot 109.
`Cc1ccc(S(=O)(=O)CCc2nnc(NC(=O)c3cnccn3)s2)cc1` gave FAK inh -1, Plk1 PBD FP 7, Mac1 fbg inh -39, Rev-RRE block 4, PLK1 kinase inh -6, Mac1 fbg enh 10, ERa SRC1 inh 0, ERb SRC1 inh -2 and ERa SRC1 pot 96.
`Cc1cc(Br)ccc1OCCCCNCCO` gave FAK inh -1, Plk1 PBD FP -23, Mac1 fbg inh -9, Rev-RRE block -3, PLK1 kinase inh 1 and Mac1 fbg enh -3.
For CN1C(=O)CSc2ccc(NC(=O)N3CCN(c4ccccn4)CC3)cc21 the results were Mac1 fbg inh 27, Mac1 fbg enh 0, ERa SRC1 inh 13, ERb SRC1 inh 8 and ERa SRC1 pot 86[fluorescence artefact?].
CC(Sc1nnc(-c2cccs2)n1-c1ccccc1)C(=O)NCc1ccco1 (stereo not drawn) was read as FAK inh 0, Plk1 PBD FP 13, Mac1 fbg inh 2, Rev-RRE block 0, PLK1 kinase inh -13, Mac1 fbg enh -2, ERa SRC1 inh 6, ERb SRC1 inh -5 and ERa SRC1 pot 94[fluorescence artefact?].
`COc1ccc(Cn2c(C3CC3)nc3ccc(NC(C)=O)cc3c2=O)cc1` gave FAK inh -1, Plk1 PBD FP -12, Mac1 fbg inh 25, Rev-RRE block 9, PLK1 kinase inh -9, Mac1 fbg enh -1, ERa SRC1 inh 4, ERb SRC1 inh 3 and ERa SRC1 pot 92.
For O=C1COc2ccc(C(=O)COC(=O)CCc3ccc(S(=O)(=O)N4CCOCC4)cc3)cc2N1 the results were FAK inh -1, Plk1 PBD FP 11, Mac1 fbg inh 14, Rev-RRE block 10, PLK1 kinase inh 0, Mac1 fbg enh 10, ERa SRC1 inh 0, ERb SRC1 inh -7 and ERa SRC1 pot 113.

Looked up by compound from the list above, 2 records:
Screening O=S(=O)(N/N=C\C=C\c1ccccc1)c1ccc(Br)cc1 returned FAK inh -3, Plk1 PBD FP 23, Rev-RRE block -1 and PLK1 kinase inh -19.
`CC(C)(C)c1ccc(S(=O)(=O)CCc2ccccn2)cc1` gave FAK inh -3, Plk1 PBD FP -16, Mac1 fbg inh -6, Rev-RRE block 6, PLK1 kinase inh -10, Mac1 fbg enh -1, ERa SRC1 inh 23, ERb SRC1 inh -4 and ERa SRC1 pot 109.
